Assay outcomes as filed in PubChem BioAssay.
NOTCH ag: agonists of NOTCH signaling; NOTCH signaling luciferase reporter cells, luminescence; activation, % at 2.5 µM; 15,000 compounds, 0.4% hits; in the data active = activation above about 2.2%
Nox1 inhibitor: inhibitors of human NADPH oxidase 1 (Nox1). inhibition, % at 6.7 µM. 16,000 compounds, 0.81% hits. Q9Y5S8. AID 1792, 2009. HT29 cells, luminol chemiluminescence ROS
Target sequence (Q9Y5S8 whole entry, looked up): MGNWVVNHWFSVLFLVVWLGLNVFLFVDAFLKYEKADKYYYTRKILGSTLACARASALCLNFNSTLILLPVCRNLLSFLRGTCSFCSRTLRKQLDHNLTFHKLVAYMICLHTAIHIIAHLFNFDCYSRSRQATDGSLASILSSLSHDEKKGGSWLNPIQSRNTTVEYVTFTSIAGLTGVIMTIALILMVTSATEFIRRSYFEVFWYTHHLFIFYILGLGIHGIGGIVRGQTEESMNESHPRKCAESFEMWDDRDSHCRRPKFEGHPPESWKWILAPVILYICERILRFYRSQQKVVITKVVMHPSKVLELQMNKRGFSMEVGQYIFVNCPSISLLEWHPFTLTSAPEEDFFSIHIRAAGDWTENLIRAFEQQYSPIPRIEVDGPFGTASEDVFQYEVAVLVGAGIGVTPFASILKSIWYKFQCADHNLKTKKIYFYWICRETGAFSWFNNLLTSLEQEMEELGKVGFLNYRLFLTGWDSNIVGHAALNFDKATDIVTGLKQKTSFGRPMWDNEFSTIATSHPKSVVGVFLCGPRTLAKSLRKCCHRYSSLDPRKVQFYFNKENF
luminol inh ctr: counter-screen for Nox1 inhibitors: inhibitors of luminol chemiluminescence; HRP/luminol/H2O2 chemiluminescence counterscreen; AID 1823, 2009; inhibition, % at 6.7 µM; 16,000 compounds, 0.4% hits; note: reference of the scale not given here
TLR4-MyD88 inh: inhibitors of human TLR4-MyD88 binding; Cell-based TLR4-MyD88 binding inhibition assay; inhibition, % at 10 µM; 16,000 compounds, 0.06% hits; AID 811, 2007; in the data active = inhibition above about 45%
rat GALR2 agon: agonists of rat galanin receptor 2 (GALR2). Galanin receptor type 2 (Rattus norvegicus), O08726. cell-based GALR2 agonist screen. activation, % at 10 µM. 16,000 compounds, 0.5% hits. AID 833, 2007; in the data active = activation above about 15%
OPRK1 antag MB: antagonists of human kappa opioid receptor OPRK1, Maybridge library; Kappa-type opioid receptor (Homo sapiens), P41145; OPRK1 cells, antagonist mode, fluorescence readout; inhibition, % at 9 µM; 16,000 compounds, 0.4% hits; AID 652031, 2013; in the data active = inhibition above about 50%
Target sequence (P41145 whole entry, looked up): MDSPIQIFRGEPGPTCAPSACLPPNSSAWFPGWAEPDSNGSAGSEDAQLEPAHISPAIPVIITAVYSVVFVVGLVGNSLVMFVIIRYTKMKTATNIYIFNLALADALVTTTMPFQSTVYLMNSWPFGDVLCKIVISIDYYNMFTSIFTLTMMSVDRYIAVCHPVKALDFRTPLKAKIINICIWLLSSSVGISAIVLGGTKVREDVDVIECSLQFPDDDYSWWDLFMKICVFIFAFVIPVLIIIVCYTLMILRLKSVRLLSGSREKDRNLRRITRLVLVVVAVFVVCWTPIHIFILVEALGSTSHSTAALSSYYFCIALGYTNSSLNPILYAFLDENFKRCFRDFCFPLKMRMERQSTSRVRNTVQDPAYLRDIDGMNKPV
PME-1 Maybr inh: inhibitors of human PME-1 in Maybridge library. Protein phosphatase methylesterase 1 (Homo sapiens), Q9Y570. recombinant PME-1, FP-Rh probe fluorescence polarization. inhibition, % at 9 µM. 16,000 compounds, 0.5% hits. AID 2291, 2010; in the data active = inhibition above about 30%
S1P1 ag: activates the human S1P1 receptor; 16,000 compounds, 1.5% hits; Sphingosine 1-phosphate receptor 1 (Homo sapiens), P21453; S1P1 agonist cell-based reporter assay; AID 1044, 2008; activation, % at 4.5 µM; in the data active = activation above about 80%
Starred values were filed as active, the others as inactive; . = not tested or not shown. Cut-off read from the data, not from the text of the source, unless noted: active = inhibition above about 75%; inactive = the rest.

SMILES	NOTCH ag	Nox1 inhibitor	luminol inh ctr	TLR4-MyD88 inh	rat GALR2 agon	OPRK1 antag MB	PME-1 Maybr inh	S1P1 ag
CC1CCc2c(sc3ncn(CC(=O)N/N=C/c4ccco4)c(=O)c23)C1 (stereo unspecified)	-0.2	20	-3	-1	-3	-12	2	-23
CCCCCc1cnc(-c2ccc(C#N)cc2)nc1	-0.4	-22	-4	13	-6	11	-1	74
CC(C)S(=O)(=O)c1cnc(-c2cccnc2)nc1N	0.0	17	-2	8	-7	5	2	-3
COc1ccc(C(=O)NC(=Nc2c(C)cccc2C)SC)cc1	-0.6	3	2	3	-10	2	-7	101*
CCOC(=O)c1cc(Sc2ccccc2N)cc(C(=O)OCC)n1	0.6	6	-5	-14	-4	8	5	-21
N/C(=N\N=C\c1ccccc1)N/N=C/c1ccccc1	-1.1	-6	3	-4	-8	16	-100	19
COc1ccc(N2COC(C)c3nc4ccccc4n3C2)cc1 (stereo unspecified)	0.3	28	-1	-4	-2	-2	-5	3
Cc1nc(-c2nnc(SCc3ccccc3Cl)o2)cs1	-0.1	-38	0	14	-1	3	5	13
CCOC(=O)CSC(=S)NC(C)c1ccccc1 (stereo unspecified)	0.3	-59	4	-3	-11	3	-5	5
CS(=O)(=O)CS(=O)(=O)Oc1ccc(F)cc1F	-0.5	-58	2	5	-3	-7	-1	21
NC(N)=NC(N)=Nc1ccccc1Oc1ccc(Cl)cc1Cl	0.4	-16	3	1	-5	-12	-2	10
CSC1=NS(=O)(=O)c2c(C)nn(C)c2S1	0.1	89*	21	-5	-4	21	6	16
CC(=O)c1ccc(NCN2C(=O)/C(=C\N(C)C)NC2=S)cc1	-0.1	100*	10	-2	-7	-14	-2	-7
CC1=C(C(=O)Nn2cnc3cccc(F)c3c2=N)Sc2ccccc2N1	-0.2	3	39	-5	-7	8	6	-7
N#Cc1c(C(F)(F)F)cc(-c2cccs2)nc1N1CCCCC1	-5.8	-36	1	-5	13	-26	-3	-101
Cc1ccc(-c2ccc(C)c([N+](=O)[O-])c2)cc1[N+](=O)[O-]	-0.3	-83	3	8	11	2	-6	6
COC(=O)C1(C)CCC(C(=O)O)C1(C)C (stereo unspecified)	-0.3	10	-3	2	-1	24	7	3
Cc1onc(-c2ccccc2)c1C(=O)N1CCN(c2ccc(F)cc2)CC1	-0.6	-9	-4	-6	-9	-10	5	-14
CC1(C)C2CCC13CS(=O)(=O)N1OC13C2 (stereo unspecified)	0.1	10	-3	6	-8	8	4	4
COC(=O)C1=C(C)N=C2SC=C(OC(C)=O)N2C1c1ccc(OC)cc1 (stereo unspecified)	0.4	1	38	7	-5	22	6	6
CS/C(=C(/C#N)S(=O)(=O)C(C)C)N1CCCC1	-0.3	-30	-1	4	0	16	2	-5
O=S(=O)(Nc1ccc2c(c1)OCCO2)c1cccc2nonc12	-0.4	1	-16	1	-7	-9	2	-5
CC1CC(=O)Nc2ccccc2N1C(=O)Nc1ccccc1OC(F)(F)F (stereo unspecified)	0.8	12	-6	-8	-6	-17	7	-3
Cc1ccc(NC(=O)C(=O)N/N=C/c2ccccn2)cc1C	-6.2	-44	2	-3	-5	7	-4	-10
OC(CNCc1ccc(Cl)c(Cl)c1)Cn1ccc2ccccc21 (stereo unspecified)	-0.7	4	-7	-4	-5	-20	0	-4

Part of the list above, with values under each structure.
Values run as follows: NOTCH ag | Nox1 inhibitor | luminol inh ctr | TLR4-MyD88 inh | rat GALR2 agon | OPRK1 antag MB | PME-1 Maybr inh | S1P1 ag
OC(CNCc1ccc(Cl)c(Cl)c1)Cn1ccc2ccccc21 (stereo unspecified)
  -0.7 | 4 | -7 | -4 | -5 | -20 | 0 | -4
Cc1ccc(NC(=O)C(=O)N/N=C/c2ccccn2)cc1C
  -6.2 | -44 | 2 | -3 | -5 | 7 | -4 | -10
COC(=O)C1(C)CCC(C(=O)O)C1(C)C (stereo unspecified)
  -0.3 | 10 | -3 | 2 | -1 | 24 | 7 | 3

5 successive entries from above:
SMILES	NOTCH ag	Nox1 inhibitor	luminol inh ctr	TLR4-MyD88 inh	rat GALR2 agon	OPRK1 antag MB	PME-1 Maybr inh	S1P1 ag
COC(=O)C1(C)CCC(C(=O)O)C1(C)C (stereo unspecified)	-0.3	10	-3	2	-1	24	7	3
Cc1onc(-c2ccccc2)c1C(=O)N1CCN(c2ccc(F)cc2)CC1	-0.6	-9	-4	-6	-9	-10	5	-14
CC1(C)C2CCC13CS(=O)(=O)N1OC13C2 (stereo unspecified)	0.1	10	-3	6	-8	8	4	4
COC(=O)C1=C(C)N=C2SC=C(OC(C)=O)N2C1c1ccc(OC)cc1 (stereo unspecified)	0.4	1	38	7	-5	22	6	6
CS/C(=C(/C#N)S(=O)(=O)C(C)C)N1CCCC1	-0.3	-30	-1	4	0	16	2	-5

(next part)
SMILES	NOTCH ag	Nox1 inhibitor	luminol inh ctr	TLR4-MyD88 inh	rat GALR2 agon	OPRK1 antag MB	PME-1 Maybr inh	S1P1 ag
N#Cc1cnc(N2CCc3ccccc32)nc1N	0.4	-34	2	0	-6	4	1	-16
C=CCn1c(CSc2ccccc2[N+](=O)[O-])n[nH]c1=S	-0.5	0	80*	-7	-7	-6	-5	0
CCOC(=O)c1ccc(N=C(N)SCc2ccccc2)cc1	-0.5	-31	4	-7	-9	19	-22	10
COc1c(Br)csc1-c1nnc(-c2cccc([N+](=O)[O-])c2)o1	0.3	20	-5	0	2	21	2	-14
O=c1c(Cc2ccccc2OCc2ccccc2)coc2ccccc12	-0.7	-15	-3	2	-8	4	-6	75
O=C(NC1CCN(Cc2ccccc2)CC1)c1ccccc1	0.7	14	-8	3	-5	10	1	-3
COC(=O)c1sccc1N/N=C(/C#N)C(=O)c1ccc(Cl)cc1	-0.1	-50	4	5	3	6	-1	-2
COc1ccccc1CNS(=O)(=O)c1cccc2cccnc12	0.1	-7	-3	-1	-4	-19	5	-6
C/C(=N\OCC(=O)Nc1ccc(OC(F)(F)F)cc1)c1ccc(Cl)cc1	-0.2	-49	3	4	-3	2	-47	3
O=C(CSc1nc2ccccc2[nH]1)N1c2ccccc2Sc2ccccc21	0.0	44	2	-6	-7	-25	7	-4
COc1ccc(-n2c(-c3cccs3)n[nH]c2=S)cc1	-0.1	12	98*	3	-3	5	-1	6
O=[N+]([O-])c1cc(-c2nc(-c3ccccn3)no2)cs1	-1.1	1	-5	-2	-9	16	6	-7
O=C(CSCCOc1ccccc1)NCc1ccco1	.	-1	2	0	-9	-6	0	4
O=c1c(Sc2ccc(Cl)cc2)c(Sc2ccc(Cl)cc2)c1=O	-1.2	-38	7	-2	1	20	-2	-8
O=C(Cc1cc(Br)sc1Br)Nc1cccc(C(F)(F)F)c1	0.1	-28	-3	0	-7	-5	-45	1
CCOC(=O)Nc1c(C)noc1C	-0.4	-56	4	6	-5	0	1	11
O=C1CCC2(CC1)OCCO2	-6.2	19	-8	4	-4	11	8	3
O=C(NCc1csc(-c2cccs2)n1)Nc1ccccc1-c1ccccc1	-0.4	12	1	2	-10	-11	-2	-9
CC(=O)NC(=O)/C(C#N)=C/Nc1ccc(F)c(Cl)c1	-0.4	17	-1	-2	-9	28	1	0
CC1(C)c2cc(O)ccc2OC1N1CCOCC1 (stereo unspecified)	-0.2	85*	96*	6	-5	13	5	34
O=C1/C(=C/c2cccs2)CCC/C1=C\c1cccs1	-0.5	-18	-4	-2	-10	10	0	10
Cc1ccc(S(=O)(=O)c2ncsc2Sc2ccc([N+](=O)[O-])cc2[N+](=O)[O-])cc1	0.0	2	-1	5	-7	34	3	-9
Cc1nc(Sc2ccccc2)c(C#N)c(C)c1[N+](=O)[O-]	-0.2	17	-6	-71	-3	0	9	26
N/C(=N\OC(=O)c1c(F)cccc1F)c1cccc(-n2cccc2)c1	-0.3	-5	-5	2	-6	5	-7	95*
N#Cc1nn(-c2ccccc2)c(=O)n(Cc2ccc(Cl)cc2Cl)c1=O	-0.6	-15	4	-26	-7	1	-14	-17
SMILES	NOTCH ag	Nox1 inhibitor	luminol inh ctr	TLR4-MyD88 inh	rat GALR2 agon	OPRK1 antag MB	PME-1 Maybr inh	S1P1 ag
CCOC(=O)c1ccc2nc(C(F)(F)F)cc(N3CCC(C(=O)OCC)CC3)c2c1	-0.3	-16	-5	4	-7	14	6	17
NC(=O)C1=C(O)C(=O)N(C2CCCCC2)C1	-3.7	9	17	-7	-5	-5	6	-9
CCCS(=O)(=O)/C(C#N)=C/c1cc(C(F)(F)F)cc(C(F)(F)F)c1	-0.6	-66	3	1	-3	-1	-3	-3
Cc1cc(S(=O)(=O)NNc2ncnc3c2cnn3C)c(C)cc1Cl	0.6	102*	1	1	-6	0	0	2
Cc1onc(-c2c(Cl)cccc2Cl)c1C(=O)OC1=CC(=O)CC(C)(C)C1	0.4	10	-6	-9	-3	-14	6	6
CN(C)CC#Cc1ccc(-c2ccn[nH]2)s1	.	-18	-5	-11	-7	0	2	-21
O=C(CSc1n[nH]c(=O)n1-c1cccnc1)Nc1ccccc1Cl	-0.7	9	-6	6	-4	20	11	30
C=CCNC(=S)NCc1ccc(-c2csnn2)cc1	-0.1	-2	0	-1	-5	17	1	-4
CCOC(=O)c1cnn(-c2ccccc2)c1NC(=O)CN1CCN(c2ccccc2)CC1	-0.1	-67	2	8	-3	10	-1	3
Cc1onc(-c2ccccc2)c1CNC(=O)c1nnc(-c2ccccc2)o1	-0.4	-26	3	9	-3	4	-2	-6
CNS(=O)(=O)C1CCS(=O)(=O)C1 (stereo unspecified)	0.2	-4	-1	-1	-4	11	-1	-5
Cc1onc(-c2ccccc2)c1CN1CCOCC1	-0.6	-18	-3	.	-1	4	1	-4
BrC1(Br)CC1(c1ccccc1)c1ccccc1	-0.2	-18	-5	-4	-9	25	6	11
O=C(N/N=C/c1ccc(O)cc1)N/N=C/c1ccc(O)cc1	0.4	96*	-61	-11	-6	6	0	-14
Cc1ccc(S(=O)(=O)c2ccc(C(=O)Nc3ccc(Cl)cc3)cc2[N+](=O)[O-])cc1	-0.2	-49	4	-24	-11	23	-96	33
COc1ccc(OC)c(CCCCCc2cc(OC)ccc2OC)c1	0.0	-4	-3	-3	-2	16	0	-22
O=c1c(-c2ccccc2)c(O)c2ccccc2n1-c1ccccc1	-0.2	-18	4	3	-5	-13	-6	2
Cc1ccc(/C=C2\CSc3ccc(F)cc3C2=O)cc1	-0.3	11	-6	-6	-4	42	0	9
FC(F)(F)c1ccncc1-c1nnc(C2CCCCC2)o1	0.4	-69	-2	12	-4	-9	5	-14
N#C/C(=C\c1ccsc1Sc1ccc(Cl)cc1)C(=O)c1cccs1	-0.5	-16	-1	-5	-5	8	8	-9
CCOC(=O)c1c[nH]c2c(-c3ccccc3)c(C(F)(F)F)sc2c1=O	-0.3	-28	3	-9	-3	19	-4	17
Cn1cc(-c2nc3ccccc3s2)c(N)n1	0.4	-36	6	9	-7	-3	2	-1
Cc1ccccc1-c1oncc1-c1nnnn1-c1ccccc1	-0.5	-1	-3	0	-5	16	1	-4
Cc1ccc(OC(=O)c2c([N+](=O)[O-])c(C)nn2C)c(C)c1	-0.4	-76	3	-1	-4	-2	20	-6
COC(=O)c1c(C)sc2c(C(F)(F)F)cc(OC)nc12	-0.1	-11	2	-284	-9	-8	-9	-1
SMILES	NOTCH ag	Nox1 inhibitor	luminol inh ctr	TLR4-MyD88 inh	rat GALR2 agon	OPRK1 antag MB	PME-1 Maybr inh	S1P1 ag
CN(c1cnn(-c2ccc(Cl)cc2Cl)c(=O)c1Cl)n1cccc1	-0.7	-38	2	-4	-5	-4	2	13
COc1cc(/C=N/NC(=O)CSCc2c(Cl)cccc2Cl)cc(OC)c1OC	-0.4	-19	2	-7	-7	-33	3	-42
Clc1ccc(OCc2noc(-c3ccoc3)n2)c(Cl)c1	-0.2	-6	-5	2	-7	0	1	31
O=S(=O)(NCC(O)c1ccccc1)c1cc(Cl)sc1Cl (stereo unspecified)	-0.9	-67	0	0	-1	-33	2	-11
NNC(=O)c1cc2sccc2s1	1.5	17	0	8	-5	9	6	16
O=C(O)c1ccccc1C(=O)N1CCN(Cc2c(F)cccc2Cl)CC1	-0.2	-17	1	-1	-4	-1	-3	-14
Cc1onc(-c2c(F)cccc2Cl)c1C(=O)O/N=C(\N)c1ccc([N+](=O)[O-])o1	-0.4	8	2	-11	-8	4	4	-3
Cc1ccc(C)n1-c1ccc(C2(O)CCSc3ccc(F)cc32)cc1 (stereo unspecified)	.	9	-12	-12	-2	6	4	3
CC1=Nn2c(nnc2-c2ccc(Cl)cc2)SC1	-0.4	-38	4	6	-5	12	1	-11
Nc1nc(-c2ccc3c(c2)OCO3)cc(C(F)(F)F)n1	0.5	9	-3	-8	0	16	2	22
COc1cccc(Cc2nnc(-c3snnc3C)o2)c1	.	-24	-3	-5	-6	-4	-1	-12
CN(C)/C=C(\C#N)c1cccc(C(F)(F)F)c1	-0.1	-16	4	6	-9	-2	-1	3
